Giardia FBPA inh: blocks Giardia fructose-bisphosphate aldolase activity; 290,000 tested, 0.71% active; purified Giardia FBPA; Potency, µM (highest dose often 59.6 µM), without a hit: at the highest dose activity, negative = inhibition, hits mostly inhibitors; also: potency is read from the fitted curve at half-maximal effect; nearly all actives have a fitted effect of over 55% in size
Target sequence (A8B2U2 whole entry, looked up): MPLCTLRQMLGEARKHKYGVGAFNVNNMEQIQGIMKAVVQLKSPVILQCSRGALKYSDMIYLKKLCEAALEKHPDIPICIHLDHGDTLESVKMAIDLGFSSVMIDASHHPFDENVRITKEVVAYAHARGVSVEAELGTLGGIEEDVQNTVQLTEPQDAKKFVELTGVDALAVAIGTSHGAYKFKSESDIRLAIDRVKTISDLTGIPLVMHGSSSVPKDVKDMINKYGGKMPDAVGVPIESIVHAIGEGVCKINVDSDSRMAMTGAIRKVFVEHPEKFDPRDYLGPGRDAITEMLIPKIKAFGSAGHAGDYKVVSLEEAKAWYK
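40 nM FBPA preincubated 10 min at RT with compound (up to 57.5 uM final), then substrate plus GAPDH/TPI/NAD/arsenate coupling and diaphorase/resazurin added. Fluorescence read after 20 min at RT, 525/598 nm.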
AmpC no deterg: blocks E. coli AmpC beta-lactamase in detergent-free assay; P00811; AmpC nitrocefin hydrolysis, absorbance 480 nm, 0.0001% Triton; Potency, µM (highest dose often 57.1 µM), inactives show at the top dose activity change, negative = inhibition, actives largely listed as inhibitors; 330,000 tested, 0.52% active;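 also: potency is read from the fitted curve at half-maximal effect; plate controls were no compound for no effect and no enzyme for full effect; nearly all actives have a fitted effect of over 20% in size; some results filed as inactive show a strong effect at the top dose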
Target sequence (P00811 whole entry, looked up): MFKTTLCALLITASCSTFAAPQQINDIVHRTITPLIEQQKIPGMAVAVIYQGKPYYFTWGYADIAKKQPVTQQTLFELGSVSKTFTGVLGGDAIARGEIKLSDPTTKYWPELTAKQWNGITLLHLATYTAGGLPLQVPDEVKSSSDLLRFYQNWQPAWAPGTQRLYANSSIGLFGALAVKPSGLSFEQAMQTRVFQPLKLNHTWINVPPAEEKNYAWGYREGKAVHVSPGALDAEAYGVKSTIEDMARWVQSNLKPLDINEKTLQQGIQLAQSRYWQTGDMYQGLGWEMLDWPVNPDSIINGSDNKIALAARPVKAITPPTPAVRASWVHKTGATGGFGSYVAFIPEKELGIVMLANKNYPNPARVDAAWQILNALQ
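20 mM phosphate pH 7.0 + 0.01% (detergent screen) or 0.0001% Triton X-100; 5.3 nM AmpC reagent; cpd preinc 15 min RT; nitrocefin (800 uM stock) to start; A480 q20 s × 4 min; Activity was normalised to no-enzyme and no-compound control wells.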
AmpC inh detg: inhibitors of E. coli AmpC beta-lactamase with detergent. AmpC hydrolysis of nitrocefin, absorbance 480 nm, 0.01% Triton. Potency, µM (series often up to 114 µM), inactives show top-dose activity change, negative = inhibition, usual class: inhibitors. 370,000 tested, 0.041% active;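 also: potency is read from the fitted curve at half-maximal effect; 0% = no-compound wells and -100% = no-enzyme wells; nearly all actives have a fitted effect of over 25% in size; some results filed as inactive show a strong effect at the top dose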
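20 mM phosphate pH 7.0 + 0.01% (detergent screen) or 0.0001% Triton X-100; 5.3 nM AmpC reagent; cpd preinc 15 min RT; nitrocefin (800 uM stock) to start; A480 q20 s × 4 min; Activity was normalised to no-enzyme and no-compound control wells.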
Sm TGR inh: S. mansoni TGR enzyme inhibition; 360,000 tested, 3% active; purified TGR, DTNB reduction, TNB absorbance 405 nm; AID 485364; Potency, µM (doses to about 114 µM), for the others: top-dose activity change, negative = inhibition, usual class: inhibitors; Q962Y6; also: potency is read from the fitted curve at half-maximal effect; nearly all actives have a fitted effect of over 60% in size
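Kinetic colorimetric format: TGR-catalysed, NADPH-driven DTNB reduction monitored via TNB absorbance. Enzyme dispensed at 20 nM; compound exposure 15 min at room temperature before reaction start.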
HCV inh: inhibitors of hepatitis C virus infection. Huh7.5.1 HCVcc-Cre infection, luciferase reporter, 44 h. Potency, µM (series often up to 41.8 µM), without a hit: at the top dose activity change, negative = inhibition, actives largely listed as inhibitors. AID 651820. 340,000 tested, 3.4% active; also: potency is read from the fitted curve at half-maximal effect
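Antiviral activity was scored by luciferase reporter output from cells infected with HCVcc-Cre (~0.5 moi) in presence of compound, 44 h infection period, cells seeded 1,000/well 4 h prior.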
HCMV antiviral: inhibitors of human cytomegalovirus; HFF cells, HCMV-luciferase reporter, 72 h; hits give low values; activity change, negative = inhibition, % at 57.5 µM; 410,000 tested, 4.5% active; in the data active = activity change below about -60%; inconclusive = no clear call, values can overlap the other calls; inactive = above about -39%
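Screen run at 2 compound doses on HFFs infected with reporter HCMV, MOI 1 PFU/cell. Luciferase activity from cell lysates at 72 h post infection gave inhibition relative to buffer-only and Salinomycin wells.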
Numbers without * were called inactive; [ ] = another dose, or the depositor's remark. Unless noted, calls follow the shape of the dose curve; as a rule, active = well fitted curve in the direction sought with a large enough effect; inconclusive = small, poorly fitted or top-dose-only effect, or another doubt; inactive = no such curve, though single readings can be large; an effect the other way counts as inactive or inconclusive. Unless noted, % is scaled to controls: 0 for no effect and ±100 for the full control effect.

For CC1CN(C(=O)CCNC(=O)c2ccc(Cl)cc2)CC(C)O1 (stereo not drawn) the results were AmpC no deterg -0.6%, AmpC inh detg -4.6%, Sm TGR inh -6.4%, HCV inh 10.3% and HCMV antiviral -4.0.
Screening O=C(Nc1sc2c(c1C(=O)Nc1ccc(Cl)cc1)CCCC2)c1cccs1 returned AmpC inh detg 10.5%, Sm TGR inh 0.2% and HCMV antiviral 8.7.
Screening N/C(COc1cccc(Cl)c1)=N\NS(=O)(=O)c1ccccc1 returned Giardia FBPA inh 2.8%, AmpC no deterg 0.316µM*, AmpC inh detg 2.1%, Sm TGR inh -1.6%, HCV inh inconclusive and HCMV antiviral -25.3.
Screening CC(C)(C)n1nc2c(c1NC(=O)c1c(F)cccc1F)CS(=O)(=O)C2 returned AmpC no deterg -18.7%, AmpC inh detg -3.5%, Sm TGR inh -1.1%, HCV inh 8.7% and HCMV antiviral 0.0.
For CCOc1cc(CNc2cccc3ccccc23)cc(Br)c1OCC(=O)NC(C)(C)C the results were Giardia FBPA inh -4.4%, AmpC no deterg -10.1%, AmpC inh detg inconclusive, Sm TGR inh -9.5% and HCV inh inconclusive.
`CS(=O)(=O)N1CCN=C1SCc1ccc(F)cc1` gave AmpC no deterg -0.4%, AmpC inh detg 0.0%, Sm TGR inh -7.2%, HCV inh 5.0% and HCMV antiviral inconclusive.
`CN1CCN(c2ncccc2S(=O)(=O)N2CCCCC2)CC1` gave Giardia FBPA inh 5.4%, AmpC no deterg -14.5%, AmpC inh detg -2.8%, Sm TGR inh 0.0%, HCV inh 28.2% and HCMV antiviral -6.6.
COC(=O)c1ccc(CNC(=O)COC(=O)c2cccs2)cc1 was read as AmpC no deterg -20.0%, HCV inh -24.2% and HCMV antiviral 20.1.
COc1ccc(NC(=O)CSc2oc(-c3ccco3)nc2S(=O)(=O)c2ccccc2)c(OC)c1 was read as AmpC inh detg 23.5%, Sm TGR inh -29.3% and HCMV antiviral 1.2.
`NC(=O)Cn1c(=O)n(C2CCCCC2)c(=O)c2c3c(sc21)CCCCC3` gave Giardia FBPA inh 1.2%, AmpC no deterg -12.6%, AmpC inh detg -4.7%, Sm TGR inh -9.1%, HCV inh 5.6% and HCMV antiviral -21.1.
CC1(C)CC2CC(C)(CN2S(=O)(=O)c2ccc(C(=O)Nc3cccc(S(=O)(=O)N4CCOCC4)c3)cc2)C1 (stereo not drawn) was read as Giardia FBPA inh -5.2%, AmpC no deterg 23.6%, AmpC inh detg -7.1%, Sm TGR inh -0.4%, HCV inh 11.2µM* and HCMV antiviral -91.5*.
Screening O=C(CSc1nc2ccsc2c(=O)n1NC(=O)c1ccccc1)NCc1ccco1 returned Giardia FBPA inh 6.7%, AmpC no deterg -20.6%, AmpC inh detg -7.6%, Sm TGR inh -27.2%, HCV inh 4.8% and HCMV antiviral 41.9.
Screening C[C@H](CO)N1C[C@H](C)[C@H](CN(C)CC2CCCCC2)Oc2ccc(NS(=O)(=O)c3ccc(F)cc3)cc2CC1=O returned AmpC no deterg 168.9%[activator], HCV inh inconclusive and HCMV antiviral inconclusive.
Screening O=C(CCCC(=O)N(CC(=O)NC1CCCCC1)c1ccc(F)cc1)Nc1ccccn1 returned Giardia FBPA inh -2.7%, AmpC no deterg 70.9%[activator], AmpC inh detg -3.0%, Sm TGR inh -1.1%, HCV inh -11.4% and HCMV antiviral 15.3.
COc1cc(OC)cc(C(=O)NC(C)CNc2ccc(Cl)cc2[N+](=O)[O-])c1 (stereo not drawn) was read as Giardia FBPA inh 0.3%, AmpC no deterg -29.4%, AmpC inh detg -1.3%, Sm TGR inh -1.3%, HCV inh -19.4% and HCMV antiviral 9.5.
For Cc1cc(NC(=O)CC23CC4CC(C2)CC(CC(=O)Nc2cc(C)on2)(C4)C3)no1 the results were Giardia FBPA inh -9.0%, AmpC no deterg 7.1%, AmpC inh detg -5.4%, Sm TGR inh -8.0%, HCV inh inconclusive and HCMV antiviral 12.6.
Cc1cc(C)c(-c2csc(NC(=O)c3n[nH]c(=O)c4ccccc34)n2)c(C)c1 was read as Giardia FBPA inh 6.2%, AmpC no deterg -30.1%, AmpC inh detg -2.9%, Sm TGR inh -4.2%, HCV inh inconclusive and HCMV antiviral -72.7*.
Screening COc1ccc(CCN(C)C(=O)N2CCOCC2)cc1OC returned Giardia FBPA inh 1.2%, AmpC no deterg 0.5%, AmpC inh detg -16.1%, Sm TGR inh 0.0%, HCV inh 11.4% and HCMV antiviral 33.5.
For NC(=O)C1CCN(c2ccc(C(F)(F)F)cc2[N+](=O)[O-])CC1 the results were Giardia FBPA inh -7.5%, AmpC no deterg -22.1%, AmpC inh detg 7.6%, Sm TGR inh -33.0%, HCV inh 16.8% and HCMV antiviral -5.1.
`OC(COCC1COc2ccccc2O1)CN1CCN(c2ccccn2)CC1` (stereo not drawn) gave Giardia FBPA inh -10.0%, AmpC no deterg 37.5%, AmpC inh detg inconclusive, Sm TGR inh 3.6%, HCV inh inconclusive and HCMV antiviral -65.7*.
O=C(CN1C(=O)NC2(CCCC2)C1=O)Nc1cc(C(F)(F)F)ccc1N1CCOCC1 was read as AmpC no deterg 35.7%, HCV inh 16.6% and HCMV antiviral 69.4.
`O=C(CSc1nnc(-c2ccccc2Cl)o1)N1CCCCC1` gave Giardia FBPA inh 3.3%, AmpC no deterg 0.6%, AmpC inh detg -16.2%, Sm TGR inh 0.1%, HCV inh 4.3% and HCMV antiviral 21.6.
For COc1cccc(-c2nnc(SCC3CNC(=O)O3)n2-c2ccc(Cl)cc2)c1 (stereo not drawn) the results were Giardia FBPA inh 8.9%, AmpC no deterg 145.7%[activator], AmpC inh detg -6.8%, Sm TGR inh -5.1%, HCV inh -3.4% and HCMV antiviral -100.6*.
COc1cc(/C=N/O)ccc1OCc1ccc(C(=O)O)cc1 was read as Giardia FBPA inh 11.9%, AmpC no deterg -13.2%, AmpC inh detg 5.8%, Sm TGR inh 4.3%, HCV inh 27.4% and HCMV antiviral 58.6.
For CS(=O)(=O)c1ccc(CNC(=O)C2(C(F)(F)F)C/C(=C\Cc3ccccc3)CCCO2)cc1 (stereo not drawn) the results were Giardia FBPA inh 4.6%, HCV inh 19.2%[8.37 µM] and HCMV antiviral 7.3.
For COc1ccc(/C=N/n2c(C3CCCCC3)n[nH]c2=S)c(OC)c1 the results were Giardia FBPA inh 27.2%, AmpC no deterg -13.8%, AmpC inh detg -0.8%, Sm TGR inh 14.1%, HCV inh -20.4% and HCMV antiviral -6.7.
For NC(=O)N/N=C/c1cccc(C(F)(F)F)c1 the results were Giardia FBPA inh -8.0%, AmpC no deterg -13.5%, AmpC inh detg -2.8%, Sm TGR inh 3.2%, HCV inh 0.7% and HCMV antiviral 10.1.
For COc1ccc2c(c1)CC(C1(O)C(=O)N(C)c3ccccc31)C2=O (stereo not drawn) the results were Giardia FBPA inh 2.9%, AmpC no deterg -10.5%, AmpC inh detg -7.7%, Sm TGR inh 0.0%, HCV inh 3.4% and HCMV antiviral 45.7.
Screening CCOCCSc1n[nH]c(=O)n1CCc1ccccc1 returned Giardia FBPA inh -5.8%, AmpC no deterg -0.4%, AmpC inh detg -7.5%, Sm TGR inh -9.0%, HCV inh 14.5% and HCMV antiviral 1.5.
COc1ccc(S(=O)(=O)Nc2ccc3c(c2)COC3=O)cc1OC was read as Giardia FBPA inh 8.7%, AmpC no deterg -18.5%, AmpC inh detg 1.0%, Sm TGR inh 6.2%, HCV inh 2.0% and HCMV antiviral 24.9.
For COC(=O)c1cc2oc3ccccc3c2n1Cc1nc(-c2ccccc2C)oc1C the results were AmpC inh detg 5.7%, Sm TGR inh -21.5% and HCMV antiviral 8.9.
Screening Cc1ccc(NC(=O)C2CCC(CNS(=O)(=O)c3csc(C(N)=O)c3)CC2)cc1Cl (stereo not drawn) returned AmpC inh detg 4.8%, Sm TGR inh 0.7% and HCMV antiviral -26.5.
CC(NC(=O)COC(=O)c1c[nH]c2ccccc12)c1ccccc1 (stereo not drawn) was read as AmpC no deterg -19.4%, HCV inh 0.0% and HCMV antiviral 24.7.
`CCOC(=O)C1=C(C)N(CCO)C(=O)NC1c1ccccc1` (stereo not drawn) gave Giardia FBPA inh -5.9%, AmpC no deterg 10.1%, AmpC inh detg 1.6%, Sm TGR inh 0.0%, HCV inh 8.0% and HCMV antiviral 5.2.
For O=C(c1ccc(Cl)c(Cl)c1)N1CCOCC1 the results were Giardia FBPA inh 12.1%, AmpC no deterg -5.3%, AmpC inh detg inconclusive, Sm TGR inh 1.5%, HCV inh 12.1% and HCMV antiviral -7.5.
Screening Cc1ccc(S(=O)(=O)NCC(=O)OCC(=O)N(C)C2CCCCC2)cc1 returned AmpC no deterg -7.0%, AmpC inh detg inconclusive, Sm TGR inh 0.1%, HCV inh 14.6% and HCMV antiviral 0.7.
Screening CCOc1ccc(C(CC(=O)O)NS(=O)(=O)c2ccc(C)cc2)cc1OC (stereo not drawn) returned Giardia FBPA inh 9.7%, AmpC no deterg 0.0%, AmpC inh detg -16.8%, Sm TGR inh -17.3%, HCV inh 8.7% and HCMV antiviral 16.5.
For C/C(=N/NC(=O)CSCc1ccc(Cl)cc1)c1cccc(NC(=O)c2ccccc2)c1 the results were Giardia FBPA inh 7.3%, AmpC no deterg -18.1%, AmpC inh detg 1.2%, Sm TGR inh -1.6%, HCV inh inconclusive and HCMV antiviral inconclusive.
Screening O=C(CN1CCCN(Cc2ccccc2Cl)S1(=O)=O)NCc1ccccc1 returned AmpC inh detg 11.9%, Sm TGR inh 6.9% and HCMV antiviral 0.0.
Screening Cc1c(NC(=O)Nc2c(Cl)cccc2Cl)c(=O)n(-c2ccccc2)n1C returned Giardia FBPA inh 10.0%, AmpC no deterg -4.9%, AmpC inh detg -10.3%, Sm TGR inh 0.8%, HCV inh 12.9% and HCMV antiviral 3.9.
For Cc1nc(NCCc2ccc(F)cc2)c2nnn(Cc3ccccc3)c2n1 the results were Giardia FBPA inh 16.1%, AmpC no deterg 0.4%, AmpC inh detg -7.6%, Sm TGR inh 0.1%, HCV inh -19.1% and HCMV antiviral -18.7.
Screening O=C(N/N=C/c1ccc(OCC(=O)N2CCOCC2)cc1)c1ccccc1Cl returned Giardia FBPA inh 0.4%, AmpC no deterg -1.5%, AmpC inh detg 3.7%, HCV inh 3.9% and HCMV antiviral inconclusive.
Screening COCCCn1c(C(=O)NC2CCCCC2C)cc2c(=O)n3cccc(C)c3nc21 (stereo not drawn) returned AmpC no deterg -10.8%, AmpC inh detg 1.0%, Sm TGR inh -8.7%, HCV inh 5.6% and HCMV antiviral -18.2.
`O=C(NC1CCCCC1)C(c1ccc(F)cc1)N(CCN1CCOCC1)C(=O)c1ccc(-c2ccccc2)[nH]1` (stereo not drawn) gave Giardia FBPA inh -0.4%, AmpC no deterg -19.5%, AmpC inh detg 7.0%, Sm TGR inh 19.4%, HCV inh 1.9% and HCMV antiviral -9.2.

By substructure, the entries above with a COOH group.
COc1cc(/C=N/O)ccc1OCc1ccc(C(=O)O)cc1 was read as Giardia FBPA inh 11.9%, AmpC no deterg -13.2%, AmpC inh detg 5.8%, Sm TGR inh 4.3%, HCV inh 27.4% and HCMV antiviral 58.6.
Screening CCOc1ccc(C(CC(=O)O)NS(=O)(=O)c2ccc(C)cc2)cc1OC (stereo not drawn) returned Giardia FBPA inh 9.7%, AmpC no deterg 0.0%, AmpC inh detg -16.8%, Sm TGR inh -17.3%, HCV inh 8.7% and HCMV antiviral 16.5.
